# Mdm2 MdmX PPI = human Mdm2/MdmX binding inhibition; 330,000 compounds, 3% hits; inhibition, % at 8 µM; SaOS-2 split-luciferase Mdm2/MdmX complementation, luminescence;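 active = inhibition of at least 50% at 8 µM in the primary screen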
# Target sequence (O15151 whole entry, looked up): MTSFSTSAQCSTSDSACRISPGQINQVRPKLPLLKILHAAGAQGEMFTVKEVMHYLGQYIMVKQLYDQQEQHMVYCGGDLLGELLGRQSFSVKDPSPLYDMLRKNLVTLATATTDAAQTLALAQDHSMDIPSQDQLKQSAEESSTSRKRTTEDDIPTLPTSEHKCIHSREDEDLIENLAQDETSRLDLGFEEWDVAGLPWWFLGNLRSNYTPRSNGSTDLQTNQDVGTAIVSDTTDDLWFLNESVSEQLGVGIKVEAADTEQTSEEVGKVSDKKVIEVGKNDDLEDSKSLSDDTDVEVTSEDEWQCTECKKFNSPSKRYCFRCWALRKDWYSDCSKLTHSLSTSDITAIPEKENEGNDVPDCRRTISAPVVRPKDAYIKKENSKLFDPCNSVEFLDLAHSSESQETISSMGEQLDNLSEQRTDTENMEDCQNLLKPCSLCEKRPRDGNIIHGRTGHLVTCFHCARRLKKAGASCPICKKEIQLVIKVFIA
# Target sequence (Q00987 whole entry, looked up): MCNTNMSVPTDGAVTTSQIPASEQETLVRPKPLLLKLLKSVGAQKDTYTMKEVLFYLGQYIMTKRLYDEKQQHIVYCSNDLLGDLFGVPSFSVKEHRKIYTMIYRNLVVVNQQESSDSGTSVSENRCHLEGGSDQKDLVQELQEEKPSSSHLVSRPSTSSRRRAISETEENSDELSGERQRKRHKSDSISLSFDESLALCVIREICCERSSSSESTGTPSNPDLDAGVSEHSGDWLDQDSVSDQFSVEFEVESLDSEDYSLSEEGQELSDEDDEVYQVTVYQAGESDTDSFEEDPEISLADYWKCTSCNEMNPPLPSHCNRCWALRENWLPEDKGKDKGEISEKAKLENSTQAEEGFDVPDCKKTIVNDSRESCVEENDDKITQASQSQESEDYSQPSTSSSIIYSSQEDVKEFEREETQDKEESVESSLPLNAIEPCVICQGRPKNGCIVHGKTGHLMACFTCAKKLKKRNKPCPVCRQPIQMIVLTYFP
# 697 NFkB inh = inhibitors of the PMA/ionomycin-induced NF-kB reporter in 697 B cells | 697 B-cell NF-kB luciferase reporter, 16 h | inhibition, % at 4 µM | 330,000 compounds, 0.33% hits | AID 435022; in the data active = inhibition above about 35%
# tim23-1 inh = inhibits growth of tim23-1 mutant yeast | inhibition, % at 20 µM | 330,000 compounds, 1.3% hits | S. cerevisiae tim23-1 growth, BacTiter-Glo luminescence, 24 h;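 active = growth inhibition of the mutant yeast at or above 50%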;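 also: temperature-sensitive mutant grown at 25 °C; plate controls were DMSO-treated mutant yeast for no effect and medium wells lacking yeast for full effect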
# XBP1 UPR activ = activators of adaptive arm of unfolded protein response (XBP1); CHO-XBP1 luciferase reporter, IRE1-XBP1 UPR activation, luminescence; percent of tunicamycin response, DMSO as zero; activation, % at 20 µM; 330,000 compounds, 0.33% hits;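 active = versus positive control, 20 µM dose yields 30% or more activation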;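 also: 100% = tunicamycin at 10 µg/mL and 0% = DMSO only wells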
#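 Material: CHO-XBP1 cells stably carrying IRE1-XBP1-driven luciferase reporter / Amount: 1000 cells per well / Compound: 20 µM, 1% DMSO / Times: 6 h treatment, 37 °C / Detection: luciferase luminescence / Measure: % activation of reporter signal versus tunicamycin and DMSO controls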
# UPR CHOP act = activators of apoptotic arm of unfolded protein response (CHOP). AID 449763. 330,000 compounds, 0.34% hits. CHO-CHOP luciferase reporter, UPR activation, luminescence; percent of tunicamycin response over DMSO baseline. activation, % at 10 µM;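 active = at 10 µM dose, activation of 40% or more, normalized to positive control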;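 also: 100% = tunicamycin at 10 µg/mL and 0% = DMSO alone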
#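 Dosing – one dose, 10 µM in 0.5% DMSO · System – CHO-CHOP cells, stable luciferase reporter of PERK-eIF2a-CHOP signalling · Input – 500 cells/well · Control set – tunicamycin 10 µg/mL final as positive, DMSO-only wells as negative · Timing – 6 h compound treatment, 37 °C · Measure – % activation vs tunicamycin · Technique – luminescence read with Steady-Glo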
# Jurkat NFkB inh = inhibitors of the PMA/ionomycin-induced NF-kB reporter in Jurkat cells. PMA/ionomycin-induced NF-kB luciferase reporter, luminescence. inhibition, % at 4 µM. 330,000 compounds, 0.53% hits. AID 435003; in the data active = inhibition above about 50%
# TIM10 inh = inhibits growth of TIM10 yeast strain; S. cerevisiae TIM10 strain growth, BacTiter-Glo luminescence, 24 h; inhibition, % at 10 µM; 330,000 compounds, 1.4% hits;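 active = inhibition of 40% or more at the single tested concentration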;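 also: wild-type TIM10 isogenic control strain grown at permissive 25 °C; 0% = DMSO yeast wells and 100% = minimal medium wells without yeast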
# tim10-1 inh = growth inhibitors of tim10-1 mutant yeast. S. cerevisiae tim10-1 ts strain growth, BacTiter-Glo, 24 h. inhibition, % at 20 µM. 330,000 compounds, 2.2% hits;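 active = inhibition of at least 40%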;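 also: mutant grown at 25 °C; 0% = DMSO wells with yeast and 100% = wells holding no yeast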
# The depositor's hits bear a star; . = not tested or not shown.
SMILES,Mdm2 MdmX PPI,697 NFkB inh,tim23-1 inh,XBP1 UPR activ,UPR CHOP act,Jurkat NFkB inh,TIM10 inh,tim10-1 inh
Cn1nc(C(=O)Nc2cccc(Cl)c2)cc1C(=O)Nc1cccc(Cl)c1,44,4,12,-6,1.0,3,-21,-13
O=S(=O)(NCCc1cn2ccccc2n1)c1ccc(-c2ccccc2)cc1,9,11,6,-3,-1.7,10,3,13
CCCN1CCC(NC(=O)Nc2ccccc2C(=O)OC)CC1,-17,15,-6,-1,-1.2,-9,-2,13
c1ccc2c(c1)ccc1nnc(-c3ccc4c(c3)OCO4)n12,24,1,4,2,2.6,11,3,10
COc1ccc(N2CCN(C(=O)CN(Cc3ccc(Cl)cc3)S(C)(=O)=O)CC2)cc1,-9,-13,34,-1,-1.6,3,31,28
COc1ccc(S(=O)(=O)N[C@@H](Cc2ccc(Cl)cc2)C(=O)N2CC[C@@]3(O)CCCC[C@H]3C2)cc1,14,-8,28,-2,-1.2,-28,9,20
O=C(c1ccncc1)N1CCN(S(=O)(=O)c2ccc3ccccc3c2)CC1,-10,-52,26,-4,-1.0,-3,5,15
COc1ccc2cc(C3C(C#N)=C(N)OC(C)=C3C(C)=O)c(Cl)nc2c1 (stereo unspecified),15,14,16,-3,-0.1,-15,10,20
COc1ccc(C(=O)CSc2nnc(C(CO)NC(=O)c3ccc(OC)cc3)n2C)cc1 (stereo unspecified),8,13,12,4,0.3,5,4,23
Cc1ccc(NC(=O)C(C)[n+]2ccccc2)cc1[N+](=O)[O-] (stereo unspecified),-34,3,0,-2,4.9,16,-1,13

# For reference, 2 of the compounds above:
SMILES,Mdm2 MdmX PPI,697 NFkB inh,tim23-1 inh,XBP1 UPR activ,UPR CHOP act,Jurkat NFkB inh,TIM10 inh,tim10-1 inh
COc1ccc(C(=O)CSc2nnc(C(CO)NC(=O)c3ccc(OC)cc3)n2C)cc1 (stereo unspecified),8,13,12,4,0.3,5,4,23
Cc1ccc(NC(=O)C(C)[n+]2ccccc2)cc1[N+](=O)[O-] (stereo unspecified),-34,3,0,-2,4.9,16,-1,13

# More entries follow.
SMILES,Mdm2 MdmX PPI,697 NFkB inh,tim23-1 inh,XBP1 UPR activ,UPR CHOP act,Jurkat NFkB inh,TIM10 inh,tim10-1 inh
O=C(c1ccco1)N1CCN(C(c2ccc(F)cc2)c2nnnn2CC2CCCO2)CC1 (stereo unspecified),6,12,-3,-1,2.6,2,7,2
O=C(CN1CCCc2ccccc21)N1CCc2ccccc21,2,-17,14,1,3.9,-4,6,-3
O=C(NC1CCCCC1)c1ccc(S(=O)(=O)N2CCOCC2)cc1,6,-8,31,-5,-0.9,-6,18,21
O=C(COC(=O)c1ccccc1)Nc1ccccc1Sc1ccccc1,-7,-2,1,-4,1.2,3,-39,-14
Cc1nc2cc(-c3ccccc3)nn2c(N)c1-c1ccccc1,-44,-246,10,-1,0.7,-136,7,2
CCCCn1c(N)c(N(CC)C(=O)c2ccc(N(C)S(=O)(=O)c3ccc(C)cc3)cc2)c(=O)[nH]c1=O,16,12,4,3,-0.6,19,-5,-5
Nc1nnc(SCCCC(=O)c2ccc(F)cc2)s1,4,-4,7,1,6.6,-6,4,9
CC1CN(C(=O)CCC(=O)N2CCOCC2)c2ccccc2O1 (stereo unspecified),5,-5,-9,-2,0.2,-2,-5,-18
CCOc1cccc(/C=N/N=C/c2cccc(OCC)c2O)c1O,0,-11,-11,-6,0.9,16,-10,-9
COc1ccc(Cn2c(CCCO)nc3ccccc32)cc1OC,13,10,0,-1,0.3,-9,2,-8
COc1ccccc1NC(=O)COC(=O)CC(C)(C)CC1=NS(=O)(=O)c2ccccc2N1,19,-23,-10,-4,1.7,8,8,5
Cc1ccc2nc3c(cc(C(=O)NCCCn4ccnc4)n3C)c(=O)n2c1,1,-2,16,1,0.3,-18,-5,8
CCOC(=O)c1ccc2c(c1)nc(SC(C)C(=O)NCC1CCCO1)n2CC (stereo unspecified),15,-6,13,-3,-2.1,6,1,7
CCCS(=O)(=O)C(=C1Nc2ccccc2N1)S(=O)(=O)CCC,-20,-49,24,-4,2.1,-1,1,9
Cc1cc(C(=O)CCC(=O)N(C)CC(=O)Nc2ccc(OC(F)(F)F)cc2)c(C)s1,3,-9,17,-4,0.2,0,24,3
NS(=O)(=O)c1ccc(NC(=O)/C(=C/c2ccncc2)NC(=O)c2ccccc2)cc1,-2,5,6,1,-2.0,4,-8,-1
O=C(CCc1nc(-c2ccccc2Cl)no1)NCc1ccco1,-7,5,7,-1,2.7,-8,11,11
CCOc1ccc(CC(=NCCO)C2=C(O)CC(C)(C)CC2=O)cc1OCC,2,6,23,-2,0.7,-4,18,7
CCOP(=O)(OCC)/C(=N/OC(=O)c1ccc(OC)cc1)C(N)=O,-14,-20,2,-2,2.6,-5,1,-5
CCCc1[nH]nc2c1C(c1ccc(OC)cc1OC)C(C#N)=C(N)O2 (stereo unspecified),4,-16,51*,-4,-0.7,1,47*,44*

# Single entries from the list:
# `Cc1ccc2nc3c(cc(C(=O)NCCCn4ccnc4)n3C)c(=O)n2c1` in UPR CHOP act has 0.3
# `CCCc1[nH]nc2c1C(c1ccc(OC)cc1OC)C(C#N)=C(N)O2` (stereo unspecified) in tim23-1 inh has 51*
# `COc1ccccc1NC(=O)COC(=O)CC(C)(C)CC1=NS(=O)(=O)c2ccccc2N1` in UPR CHOP act has 1.7

# (continued)
SMILES,Mdm2 MdmX PPI,697 NFkB inh,tim23-1 inh,XBP1 UPR activ,UPR CHOP act,Jurkat NFkB inh,TIM10 inh,tim10-1 inh
CC(=O)Nc1ccc(S(=O)(=O)NCC2CCC(C(=O)N3CCN(c4ccccn4)CC3)CC2)cc1 (stereo unspecified),3,2,-9,-1,-3.9,2,3,4
COc1cc(OC)c(OC)cc1CN1CCCC(C(=O)c2ccccc2SC)C1 (stereo unspecified),0,-7,2,0,-2.5,7,5,9
Cc1cccc(CC(=O)NC2CCN(C)CC2)c1,14,7,-1,-1,0.0,0,9,24
CCCCNC(=O)Nc1ccccn1,-9,9,13,2,1.4,9,-4,-5
OC(COc1ccc2cc(Br)ccc2c1)CN1CCCC1 (stereo unspecified),38,-18,37,4,2.5,-68,4,20
COc1ccc(C(=O)c2oc3ccc(OC)cc3c2N)cc1,-225,-115,44,12,5.0,-117,19,30
CCC(=O)Nc1ccc(NC(=O)CSc2nnnn2-c2ccc3c(c2)OCCO3)cc1,-1,6,-9,-6,-3.1,4,14,11
C/C(=N/Nc1ccccc1[N+](=O)[O-])c1ccc(C)c([N+](=O)[O-])c1,70*,-30,3,0,5.8,-35,13,-11
CC(=O)Nc1ccc(S(=O)(=O)Nc2ccc(N3CCOCC3)c(F)c2)cc1,-7,13,-2,-5,-2.6,-2,-2,-8
CC(C)(C)Nc1nc(NC(C)(C)C)nc(-n2ccnc2)n1,24,-33,36,2,0.7,-15,16,40
Cc1cc(C)cc(CC2CC(=O)N(c3cc(C)ccc3C)C2=O)c1 (stereo unspecified),18,3,19,0,0.0,-1,0,8
COc1ccc(/C=C(\NC(=O)c2cccs2)C(=O)Nc2cccc3ccccc23)cc1OC,28,6,16,-1,-1.8,-3,0,12
COCC(C)NS(=O)(=O)c1ccc(C(=O)NC(Cc2ccccc2)c2ccccc2)cc1 (stereo unspecified),8,7,15,-7,0.2,-18,3,21
COc1ccc(OC)c(NC(=O)CSc2nnnn2-c2ccc3c(c2)OCO3)c1,58*,-2,3,-5,-3.9,9,-10,-4
Cc1nn(C)cc1CNC(=O)c1cnn2c(C(F)F)cc(C3CC3)nc12,13,8,20,4,0.1,1,7,15
CCC1(C)Cc2ccccc2-c2nc(NCCO)n(-c3ccc(C)cc3)c(=O)c21 (stereo unspecified),-1,-42,48,-1,1.6,-18,30,38
C1CCc2c(nc3nnnn3c2N2CCOCC2)C1,-7,-7,8,-2,-0.4,9,18,8
Cc1cc(OCC(=O)NCCCN(C)C)cc(C)c1Br,18,8,-14,-4,-2.6,-20,-6,-19
COc1ccc(NC(=O)c2nc[nH]c2C(=O)NCC(=O)OC(C)(C)C)cc1,-2,4,24,2,0.5,7,11,23
CC(=O)Nc1sc(C)c(C)c1C(=O)OCC(=O)N(C)c1c(N)n(Cc2ccccc2)c(=O)[nH]c1=O,4,16,-6,-2,1.5,14,-2,-13
Cn1nc(C(F)(F)F)c(C(=O)Nc2ccc(F)cc2F)c1Sc1cccc(C(F)(F)F)c1,3,6,21,-4,-1.2,2,23,39
CSc1nncc(-c2ccc(F)c(F)c2)n1,-20,-23,23,1,2.2,-15,-6,29
CC(=O)Nc1ccc(S(=O)(=O)NC2=C(N3CCN(c4ccc(F)cc4)CC3)C(=O)c3ccccc3C2=O)cc1,45,-34,24,2,8.5,-2,-3,32
CC(C)NCCCCOc1ccccc1-c1ccccc1,8,6,-2,0,3.7,-8,9,10
CC(C)(C)NC(=O)COC(=O)c1cc(Cl)ccc1[N+](=O)[O-],6,12,10,3,-1.5,11,8,-7
CC(C)CNS(=O)(=O)c1ccc(Br)cc1N1CCC[C@@H]1CO,29,6,38,2,2.0,.,-7,21
O=C(Cn1cnnn1)NC1CCCN(Cc2ccccc2F)C1 (stereo unspecified),-3,7,4,0,0.0,-2,0,18
Cc1ccc(NC(=O)NCCCN2CCCC2=O)cc1,-9,-34,5,3,2.8,-15,5,13
COc1cc(/C=N/NC(=O)/C(=C\c2ccc3c(c2)OCO3)NC(=O)c2ccccc2)ccc1O,14,-25,12,-1,-0.3,0,10,32
C#CCN(CC=C)C(=O)C1CCC(=O)N(CCCc2ccccc2)C1 (stereo unspecified),24,-10,11,-4,1.7,-17,-1,-6
S=C(NCCc1ccccc1)Nc1cnc2ccccc2c1,-27,-22,17,2,6.6,-41,22,21
CC(C)CCNC(=O)c1onc(CSc2ccc(F)cc2)c1C(=O)NCCC(C)C,19,-39,36,-5,-1.2,-15,12,19
CCc1ccccc1Nc1nc(N)nc(CSCC(=O)Nc2ccc(C)c(C)c2)n1,16,8,10,0,-1.8,9,-2,28
CCOC(=O)C1=C(CSc2nc3ccccc3s2)NC(=O)NC1c1cccc([N+](=O)[O-])c1 (stereo unspecified),24,-3,-15,-5,-2.3,0,-14,-7
CCOc1ccc(-c2nnc(-c3cccs3)o2)cc1OCC,-54,-58,5,15,4.2,-68,9,33
Nc1nc(Br)c2c(F)cccc2c1-c1ccc(F)cc1,-3,-25,19,8,1.8,4,23,31
COc1ccc(NC(=O)COc2ccccc2C(=O)NCC(c2ccccc2)N(C)C)cc1Cl (stereo unspecified),18,-7,7,11,-0.1,1,-22,2
CCCCN(CC)S(=O)(=O)c1ccc2c(c1)CCCN2C(C)=O,23,7,2,-2,-3.3,14,17,24
O=C(CSc1nnnn1-c1ccccc1)NC(=O)NCc1ccco1,-12,11,14,-1,1.2,12,12,6
O=C(CCN1C(=O)S/C(=C/c2ccccc2)C1=O)Nc1ccc(C(=O)O)c(O)c1,-2,-11,17,1,3.4,2,4,-1
CCOc1ccc2[nH]c(=O)c(CN(Cc3ccco3)C(CC)c3nnnn3Cc3ccccc3)cc2c1 (stereo unspecified),-1,-7,18,-1,17,1,11,36
CC(NCc1ccccc1Cl)C(=O)Nc1ccc(C#N)cc1 (stereo unspecified),19,11,27,-2,0.2,4,4,19
Cc1cc(C)c2c(C)c(C(=O)NCc3ccc(S(N)(=O)=O)cc3)oc2c1,32,-1,2,-2,-0.1,0,5,3
Cc1noc(C)c1C(=O)OCC(=O)NCCc1ccccc1,14,5,-8,0,0.7,11,4,-7
CCOc1ccccc1OCC(=O)Nc1nnc(COC)s1,9,4,22,3,-0.3,9,12,20

# Compounds as they come. Share with any hit: about 6.6%.
